NF-kB neuron act: activators of NF-kB expression in neurons, primary screen, cell-based, HTS; hit rate 1.6% among 190,000; fold change at 12.5 µM; human neuronal cells, NF-kB reporter expression; stronger effect = higher value; in the data active = fold change above about 3.3
PMI activator: activators of human PMI, primary screen, biochemical, fluorescence intensity, near-Km mannose 6-phosphate. Mannose-6-phosphate isomerase (Homo sapiens), P34949. purified human PMI, coupled resazurin fluorescence, 20 min; stronger effect = higher value; 1 = vehicle control, 0 substrate-free wells. hit rate 0.005% among 190,000. activation factor at 20 µM. AID 1214, 2008;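 active = activation factor of 2 or more at 20 µM, relative to plate controls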
Target sequence (P34949 whole entry, looked up): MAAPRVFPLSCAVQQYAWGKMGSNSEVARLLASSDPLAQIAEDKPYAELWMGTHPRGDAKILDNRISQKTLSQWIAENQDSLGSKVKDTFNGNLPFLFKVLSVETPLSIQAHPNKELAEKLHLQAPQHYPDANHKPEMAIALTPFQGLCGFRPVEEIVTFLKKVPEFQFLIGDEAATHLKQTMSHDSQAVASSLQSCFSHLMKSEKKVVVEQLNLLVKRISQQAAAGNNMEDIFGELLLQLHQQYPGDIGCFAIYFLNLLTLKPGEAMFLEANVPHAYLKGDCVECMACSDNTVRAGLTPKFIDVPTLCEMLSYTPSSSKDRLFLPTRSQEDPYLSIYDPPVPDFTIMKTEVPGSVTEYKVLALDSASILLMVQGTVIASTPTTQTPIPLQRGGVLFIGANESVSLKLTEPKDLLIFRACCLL
FLuc inh counter: firefly luciferase enzyme inhibitors, primary screen, artefact control for luciferase-based inhibitor screens, biochemical, luminescence, ATPLite. hit rate 1.5% among 200,000. 10 min. inhibition, % at 10 µM. Luciferin 4-monooxygenase (Photinus pyralis), P08659;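 active = inhibition above about 50% when tested at 10 µM, limit read from the data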
Target sequence (P08659 whole entry, looked up): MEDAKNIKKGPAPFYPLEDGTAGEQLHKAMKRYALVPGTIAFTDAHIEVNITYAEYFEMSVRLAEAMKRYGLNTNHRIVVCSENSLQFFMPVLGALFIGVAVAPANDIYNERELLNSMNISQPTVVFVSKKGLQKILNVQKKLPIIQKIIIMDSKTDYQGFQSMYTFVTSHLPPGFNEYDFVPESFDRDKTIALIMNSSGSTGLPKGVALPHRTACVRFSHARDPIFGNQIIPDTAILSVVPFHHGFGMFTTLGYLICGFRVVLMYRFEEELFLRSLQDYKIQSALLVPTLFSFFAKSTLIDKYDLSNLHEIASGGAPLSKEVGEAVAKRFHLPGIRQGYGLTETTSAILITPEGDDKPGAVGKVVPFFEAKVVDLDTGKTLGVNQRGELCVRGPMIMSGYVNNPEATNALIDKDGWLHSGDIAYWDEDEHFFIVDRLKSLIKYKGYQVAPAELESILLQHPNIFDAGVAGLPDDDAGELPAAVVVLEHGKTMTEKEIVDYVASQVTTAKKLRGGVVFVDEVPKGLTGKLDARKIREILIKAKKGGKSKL
FLuc stim CS: FLuc activators, initial screening, artefact control for FLuc-dependent activation tests, biochemical, ATPlite luminescence; ATPlite luciferase biochemical, 10 min; 0 = ATP-free wells, 1 = DMSO control; activation factor at 10 µM; 200,000 tested, under 10 active; AID 1027, 2008;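 active = luciferase activation factor, scaled between plate controls, of at least 2 with compound at 10 µM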
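System: cell-free luciferase reagent; medium: PBS as buffer for the ATP substrate; doses: test compounds dosed from 2 mM stocks in 100% DMSO; incubation: 10 min, room temperature; measured by: luminescence from luciferase reaction; read-out: luciferase activation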
APP 5'UTR act: activators of APP 5'UTR luciferase reporter, primary screen, SH-SY5Y cells; SH-SY5Y APP 5'UTR luciferase reporter, luminescence; zero percent = DMSO vehicle wells; AID 1276, 2008; activation, % at 2 µM; hit rate 1% among 190,000;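 active = activation above a set limit, based on mean plus 3 SD of controls, cut at about 140% in these data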; note: values of inactives mirror those of a sister screen read the other way
PMI act hi M6P: human PMI activators, high substrate, primary screen, biochemical, fluorescence intensity, near-saturating mannose 6-phosphate; activation factor at 20 µM; Mannose-6-phosphate isomerase (Homo sapiens), P34949; AID 1216, 2008; coupled PMI enzyme assay, resazurin fluorescence, 20 min; stronger effect = higher value; 1 = untreated enzyme, 0 = substrate-free blank; hit rate 0.34% among 190,000;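 active = activation factor of 2 or more at 20 µM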
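test system = human PMI in coupled enzyme assay | medium = HEPES-buffered pH 7.4 with magnesium and detergent | also added = 1.0 mM mannose-6-phosphate substrate with 0.22 mM NADP+ | compound = 20 µM single dose | times = 20 min incubation at room temperature | measured by = resorufin fluorescence (Ex 544/Em 590 nm) from resazurin via diaphorase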
TNAP inh no acc: human TNAP enzyme inhibitors, primary screen, biochemical, luminescent, no phosphate acceptor, uHTS. hit rate 0.26% among 200,000. AID 1012, 2008. purified TNAP, CDP-star luminescence, 30 min. inhibition, % at 20 µM;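 active = tissue-nonspecific alkaline phosphatase inhibition above about 50% at 20 µM in the single-dose screen, limit read from the data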;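 note: 0% = DMSO negative control and 100% = EDTA positive control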
bIAP activator: bovine intestinal alkaline phosphatase activators, primary screen, biochemical, bovine IAP, CDP-star luminescence. purified bovine IAP, 30 min; stronger effect = higher value; fold of DMSO-control signal, blank-subtracted. activation factor at 20 µM. AID 1016, 2008. alkaline phosphatase, intestinal [Bos taurus]. hit rate 0.17% among 200,000;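 active = activation factor of 2 or more at 20 µM, a signal rise over negative controls twice the positive control's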
TNAP act hiacc: TNAP activators at high phosphate acceptor level, primary screen, biochemical, luminescence, uHTS | activation factor at 20 µM | 200,000 tested, under 10 active | purified TNAP, CDP-star luminescence, 1 M DEA, 30 min; stronger effect = higher value; 0 = EDTA background, 1 = DMSO-only activity | AID 1136, 2008 | Alkaline phosphatase, tissue-nonspecific isozyme (Homo sapiens), P05186;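 active = activation factor at least 2 at 20 µM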
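Assay system: human TNAP; Input: enzyme diluted 1/800 final; Reagent: CDP-star luminogenic substrate at 100 µM final; Timing: 30 min, room temperature; Signal: luminescence; Evaluation: TNAP activation factor scaled between EDTA and DMSO control wells.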
TNAP inh hiacc: human TNAP enzyme inhibitors, primary screen, biochemical, luminescent, high phosphate acceptor level, uHTS | Alkaline phosphatase, tissue-nonspecific isozyme (Homo sapiens), P05186 | purified TNAP, CDP-star luminescence, 1 M DEA | inhibition, % at 20 µM | hit rate 0.03% among 200,000;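 active = over 50% inhibition of tissue-nonspecific alkaline phosphatase at 20 µM in the single-dose screen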;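 note: plate controls were DMSO wells for no effect and EDTA-quenched wells as full inhibition for full effect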
* hit, by the source's call. Compounds as they come; any-hit rate near 3.6%.

SMILES	NF-kB neuron act	PMI activator	FLuc inh counter	FLuc stim CS	APP 5'UTR act	PMI act hi M6P	TNAP inh no acc	bIAP activator	TNAP act hiacc	TNAP inh hiacc
COC(=O)/C=C1\N/C(=N\c2nc(C)cc(C)n2)N(c2ccc(C)c(C)c2)C1=O	1.1	1	-9	1.1	12	1	-1	0.9	1.1	-6
CC(C)c1nnc(NC(=O)CCC(=O)NC2CCCCCCC2)s1	1	1	1	1	4	0.9	2	1	0.9	9
O=C(O)c1cccc(CN2C(=O)SC(Nc3cccc4ccccc34)C2=O)c1 (stereo not given)	1	0.9	58*	0.4	38	0.6	-14	1	1	-1
COc1ccc(Cl)cc1N1CC(c2nc3ccccc3[nH]2)CC1=O (stereo not given)	0.92	1.1	-6	1.1	-6	1.1	-4	0.9	1	-1
C=CCn1c(=N)n(CC(O)COc2ccc(OC)cc2)c2ccccc21 (stereo not given)	1.2	1	8	0.9	6	1	3	1.1	0.9	5
Nn1c(SCC(=O)NCCC2=CCCCC2)nnc1C1CCCCC1	1.2	1	-7	1.1	-2	1	-8	0.9	1	-3
COc1ccc(S(=O)(=O)n2nc(OC(=O)c3ccc(C)cc3)cc2N)cc1	0.97	1	-6	1.1	-2	0.8	13	0.8	1	0
N#C/C(C(=O)N1CCOCC1)=C1/SC(Cc2ccccc2Cl)C(=O)N1c1ccccc1 (stereo not given)	1	1	-6	1.1	0	1	-10	1.1	1	-4
CC(C(=O)N1CCCC1)c1ccc([N+](=O)[O-])cc1 (stereo not given)	0.96	0.9	-3	1	-11	0.9	-15	1	1.1	-7
CC(/C=C/c1ccco1)=N\NC(=O)c1cc(C)[nH]n1	1.6	0.9	-5	1	-1	0.9	-39	1.2	1	-5
Cc1ccc(C(C)C)cc1OCCN1CCCC1	1	1	-7	1.1	4	1.2	-21	0.9	1	0
Cc1nc2c(-c3ccccc3)c(C)[nH]n2c(=O)c1Cl	1.3	0.9	-4	1	2	0.9	-12	0.9	1	-3
Nc1nc(N)nc(COc2ccccc2)n1	1.8	0.9	8	0.9	38	0.9	-4	1.1	1	2
CN(C(=O)c1ccccc1)c1nc2ccccc2s1	4.1*	1.2	84*	0.2	215*	1.1	-2	0.9	1.1	-10
COc1ccccc1-c1nnc(NC(=O)c2cccc(N3C(=O)CCC3=O)c2)o1	1.1	0.8	14	0.9	0	0.9	-9	1.3	1	4
Cc1cccc(C2c3[nH]c4ccccc4c3CCN2C(=O)c2cc3c([nH]c2=O)CCCC3)n1 (stereo not given)	0.65	0.9	-6	1.1	-5	0.9	-9	1.1	1.1	-6
CCOC(=O)CNc1nc(Cl)c(C#N)s1	1.1	0.9	-1	1	14	0.8	-1	1.2	1.1	-5
O=C(CSc1nnc2ccc(-c3ccccc3)nn12)NCC1CCCO1 (stereo not given)	1	1	-7	1.1	6	1.1	-9	1	1	1
O=C(NCc1cccc(F)c1)C1CCN(S(=O)(=O)Cc2ccccc2)CC1	0.91	1	-4	1	-10	0.9	-11	0.8	1	-2
CCN(CC(=O)NCCc1ccccc1)S(=O)(=O)c1ccccc1	1.4	1	-7	1.1	-13	1	-5	1.1	1	-1
Cc1nnn(C23CC4CC(CC(C4)C2)C3)n1	0.97	1	-3	1	-7	1	-9	1	1.1	-6
C[C@@H]1C[C@@H]2O[C@H]2/C=C\C=C\C(=O)Cc2c(Cl)c(O)cc(O)c2C(=O)O1	0.28	0.8	-4	1	-95	0.7	-7	0.9	1	-3
COc1ccccc1N1CCN(C/C(O)=C(\C#N)c2nc(-c3ccccc3)cs2)CC1	1.1	1.1	0	1	-3	1.4	-2	1	1	1
O=S(=O)(c1ccccc1)c1nc(NC2CC2)sc1Cl	1	1	-4	1	-29	0.9	0	1	1	2
Cc1cc(C(=O)N/N=C2\CCCc3ccccc32)c(C)o1	1.8	1	13	0.9	-68	1	-2	1	1	1
CC1=C(C#N)C(c2ccccc2)C2=C(N1)c1ccccc1C2=O (stereo not given)	0.96	1.2	-8	1.1	-78	1.3	8	0.8	1	0
COc1ccc(OCC(=O)Nc2cccc3cccnc23)cc1	0.85	1	-4	1	2	0.9	0	1.2	1	-4
Cc1cc(C)cc(N(CC(=O)NC2CC3CCC2C3)S(C)(=O)=O)c1 (stereo not given)	1	0.8	-3	1	0	0.8	-12	1	1	-1
Fc1ccc(-c2nc3ccncc3[nH]2)cc1	1.6	1.1	24	0.8	16	1.3	-14	0.9	0.9	7
O=C(c1ccc(Cl)cc1)c1ccc(OCC(O)CN2CCCCC2)cc1 (stereo not given)	0.85	0.9	-6	1.1	13	0.9	-4	1	1.1	-9

An excerpt from above, reduced to TNAP inh hiacc:
structure,TNAP inh hiacc
CC1=C(C#N)C(c2ccccc2)C2=C(N1)c1ccccc1C2=O (stereo not given),0
COc1ccc(OCC(=O)Nc2cccc3cccnc23)cc1,-4
Cc1cc(C)cc(N(CC(=O)NC2CC3CCC2C3)S(C)(=O)=O)c1 (stereo not given),-1

A section of the results above, as a working copy:
SMILES	NF-kB neuron act	PMI activator	FLuc inh counter	FLuc stim CS	APP 5'UTR act	PMI act hi M6P	TNAP inh no acc	bIAP activator	TNAP act hiacc	TNAP inh hiacc
Fc1ccc(-c2nc3ccncc3[nH]2)cc1	1.6	1.1	24	0.8	16	1.3	-14	0.9	0.9	7
O=C(c1ccc(Cl)cc1)c1ccc(OCC(O)CN2CCCCC2)cc1 (stereo not given)	0.85	0.9	-6	1.1	13	0.9	-4	1	1.1	-9

Next part.
SMILES	NF-kB neuron act	PMI activator	FLuc inh counter	FLuc stim CS	APP 5'UTR act	PMI act hi M6P	TNAP inh no acc	bIAP activator	TNAP act hiacc	TNAP inh hiacc
N/C(=N\OC(=O)CCC1CCCCC1)c1ccccn1	4*	0.9	71*	0.3	129	1	-15	1	1	-5
CCOC(=O)Cn1cc(/C=C/[N+](=O)[O-])c2ccccc21	0.86	1	-9	1.1	6	0.9	10	0.9	1	-2
COc1ccc(C(=O)NCc2nnc(SCC(=O)Nc3cc(C)on3)o2)cc1OC	0.89	1.1	-1	1	-3	1	-82	1	1.1	-6
CCOC(=O)N1CCN(C(=O)c2ccccc2NC(=O)c2ccc(C(C)(C)C)cc2)CC1	1	0.9	2	1	-1	0.9	-3	0.9	1	-1
CCOC(=O)c1cc2c(ccn2-c2ccc(F)cc2)n1CC(=O)N(CC)CC	1.4	0.9	-5	1.1	-18	0.8	0	1.1	1	0
Cc1cccc(OCC(=O)NC(C)C(=O)N/N=C/c2c(OCc3ccccc3)ccc3ccccc23)c1 (stereo not given)	1.3	1	0	1	13	1	3	1	1	1
COc1ccc(C(CC(=O)O)NC(=O)c2sc3ccccc3c2Cl)cc1 (stereo not given)	1.1	0.9	3	1	-11	0.9	-7	0.9	1	0
CCC(C)NS(=O)(=O)c1ccc(OCC(=O)NCc2ccc3c(c2)OCO3)cc1 (stereo not given)	1.1	1	-7	1.1	-4	1	-16	0.9	1.1	-8
CCOCCc1nnc(NC(=O)c2cccc(F)c2)s1	1.2	1	-8	1.1	-7	1	-1	0.9	1.1	-6
COc1ccc(C(NC(N)=O)c2ccccc2)cc1 (stereo not given)	1.1	0.9	-4	1	-2	0.9	-8	1	1	-4
CC(C)(C)C(=O)Cn1ncc(Cl)c(Cl)c1=O	1.1	1	-2	1	-50	0.9	-6	1	1	-2
CCC1CO/C(=C(\C(Cl)=C(Cl)Cl)[N+](=O)[O-])N1 (stereo not given)	1.1	1.1	-5	1.1	1	1	-2	0.9	1	0
O=C(CCC1COc2ccccc2O1)N1CCCC1 (stereo not given)	1.4	1	-7	1.1	-5	1	-14	1	1	-4
CCn1c(Cn2nnc(-c3ccccc3)n2)nnc1SCC(=O)Nc1ccc(N(C)C)cc1	0.94	0.9	-6	1.1	16	0.8	-12	1	1.1	-8
CC1CCCN(S(=O)(=O)c2ccc(C(=O)Nc3nnc(-c4ccccn4)o3)cc2)C1 (stereo not given)	0.88	1	1	1	-10	1.1	-10	1	1.1	-5
Cc1ccc2cc(C)c3nnc(SCC(=O)Nc4nc5c(s4)CCCC5)n3c2c1	0.63	1	-6	1.1	8	1.1	-16	0.9	1	2
CC(C)(C)NC(=O)NC(=O)COC(=O)c1ccco1	1.2	1	0	1	0	1.1	-1	0.9	1.1	-6
COc1ccc(N(CC(=O)NC2CCCC2)C(=O)c2csnn2)cc1	0.97	1	-8	1.1	15	1	-10	1	1	-5
Cn1cccc1Cc1nnc(SCC(=O)NCC2CCCO2)n1-c1ccc(F)cc1 (stereo not given)	0.92	0.8	-5	1	-3	0.8	-7	1	1	0

Assay outcomes as filed in PubChem.
